# p53 reactivator: restores transcriptional activity of mutant p53 | hit rate 0.063% among 320,000 | H1299 p53-A138V BP100-luciferase reporter, luminescence, 24 h | AID 504706 | Potency, µM (top dose mostly 92.2 µM), for the others: at the highest dose activity change, positive = activation, most hits filed as activators; further: potency means the concentration at half of the fitted maximal effect; % of control where 0% means no effect; nearly all actives have a fitted effect of over 45% in size
#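 H1299 (p53-null), stable ts p53-A138V + BP100-Luc; 1000 cells/well, Opti-MEM/10% FBS; cpd 4 pt, 1:5; 24 h, 37 deg C, 5% CO2; detection reagent 10 min RT; luminescence.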
# ASM inhibitor: inhibitors of human secretory acid sphingomyelinase. P17405. Potency, µM (titrated, usually from 57.5 µM), for inactives: at the highest dose activity change, negative = inhibition, actives largely listed as inhibitors. AID 504937. placental ASM, HMU-PC fluorogenic substrate, 60 min. hit rate 0.006% among 340,000; further: potency means the concentration at half of the fitted maximal effect
# Target sequence (P17405 47-631 limits assumed): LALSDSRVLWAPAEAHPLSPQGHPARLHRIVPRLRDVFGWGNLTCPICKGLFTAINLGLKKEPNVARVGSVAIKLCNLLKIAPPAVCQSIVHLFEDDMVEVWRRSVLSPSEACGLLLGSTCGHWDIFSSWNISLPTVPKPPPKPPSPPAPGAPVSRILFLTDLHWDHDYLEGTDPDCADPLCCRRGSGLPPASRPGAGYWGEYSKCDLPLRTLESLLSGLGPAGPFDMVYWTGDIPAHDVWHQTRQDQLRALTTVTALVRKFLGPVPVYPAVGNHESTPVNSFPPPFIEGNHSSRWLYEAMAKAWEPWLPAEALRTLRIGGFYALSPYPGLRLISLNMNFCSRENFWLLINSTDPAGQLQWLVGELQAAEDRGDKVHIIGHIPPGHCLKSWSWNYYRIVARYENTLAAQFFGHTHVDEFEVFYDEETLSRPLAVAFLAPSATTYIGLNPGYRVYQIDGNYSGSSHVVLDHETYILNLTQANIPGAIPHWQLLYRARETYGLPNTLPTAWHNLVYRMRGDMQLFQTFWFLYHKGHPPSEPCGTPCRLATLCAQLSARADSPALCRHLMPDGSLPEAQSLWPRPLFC
#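 qHTS format. ASM enzyme prepared from human placenta hydrolyses the fluorogenic substrate HMU-PC0 (9 uM final) over 60 min at 37 °C after a 10 min compound preincubation.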
# Eya2 inh: Eya2 (human) phosphatase inhibition. recombinant Eya2, OMFP fluorescence dephosphorylation (OMFP is methylfluorescein phosphate). Potency, µM (top dose mostly 76.9 µM), for inactives: at the highest dose activity, negative = inhibition, most hits filed as inhibitors. AID 488837. O00167. hit rate 0.006% among 330,000; further: potency means the concentration at half of the fitted maximal effect; on the % scale 0 is the no-effect control and ±100 the full control effect
#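 Eya2 protein (added as 0.2 uM solution) was preincubated with compound for 10 min at ambient temperature in 50 mM HEPES pH 7.5, 50 mM NaCl, 5 uM MgCl2, 0.05% BSA, 1 mM DTT. OMFP (added at 50 uM) then reacted 10 min; fluorescence read at 485/525 nm.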
# TRPV1 agonist: agonists of human vanilloid receptor 1 (TRPV1) | Q8NER1 | TRPV1-expressing cells, Fluo-8 calcium influx, agonist mode | activation, % at 8.33 µM | hit rate 0.19% among 320,000; in the data active means activation above about 80%; inconclusive means between about 30% and that limit; further: 0% is about no effect
#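 Fluo-8 calcium influx in TRPV1-expressing cells, kinetic read (ex 480/em 520 nm). Compound added and read 3 min for agonist activity, followed by capsaicin at EC20 final and 2 min further read for enhancement.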
# Integrin act MD: integrin-mediated muscular dystrophy alleviation activation | alpha7betagal myoblasts, beta-gal FDG fluorescence, 48 h | Potency, µM (top dose mostly 38.3 µM), for inactives: at the top dose activation, most hits filed as activators | hit rate 0.064% among 350,000 | AID 624291;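 further: potency means the concentration at half of the fitted maximal effect; 100% = response of the positive control SU9516; nearly all actives have a fitted effect of over 60% in size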
#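 Alpha7betagal+/- myoblasts (passage 13) were plated 16-24 hr, then exposed to compounds (1:260 dilution of DMSO stock) for 48 hours at 37C. After MPER lysis, β-galactosidase reporter activity was read as FDG fluorescence (ex 480/em 540) after 30 minutes.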
# B2AR arrestin: beta2AR (human) beta-arrestin recruitment activity | P07550 | beta-arrestin recruitment to beta2AR, cell-based reporter | Potency, µM (top dose mostly 46.1 µM), without a hit: at the highest dose activation, hits mostly activators | hit rate 0.02% among 330,000 | AID 492947;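 further: potency means the concentration at half of the fitted maximal effect; 0% = DMSO controls and full agonism = EC100 isoproterenol or metaproterenol; nearly all actives have a fitted effect of over 65% in size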
# BRCA1 expr act: increases BRCA1 expression. hit rate 1.1% among 380,000. MCF7-BRCA1-FFLuc reporter, luminescence, 48 h; response scale: scaled: vehicle 0%, 10 µM genistein 100%. Potency, µM (titrated, usually from 46.1 µM), for the others: at the top dose activation, hits mostly activators; further: potency means the concentration at half of the fitted maximal effect; nearly all actives have a fitted effect of over 80% in size; some results filed as inactive show a strong effect at the top dose
#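 Reporter cells (MCF7, BRCA1 promoter-firefly luciferase) received library compounds across a concentration series for 48 h. End-point luminescence was measured and concentration-effect curves derived after normalization.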
# USP2a block: USP2a (human) protease inhibition | O75604 | USP2 core, Ub-CHOP2 coupled fluorogenic reporter, 485/531 | Potency, µM (series often up to 38.3 µM), without a hit: at the top dose activity change, negative = inhibition, actives largely listed as inhibitors | hit rate 0.01% among 330,000;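 further: potency means the concentration at half of the fitted maximal effect; plate controls were DMSO wells for no effect and full inhibition by NEM control for full effect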
#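 USP2 core (10nM final) preincubated 30min RT with compound in 20mM Tris-HCl pH 8.0, 2mM CaCl2, 2mM beta-mercaptoethanol, 0.05% CHAPS; 25nM Ub-CHOP2 plus 25nM reporter substrate added, fluorescence (Ex485/Em531) read after 60min.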
# TSG101-PTAP inh: blocks PTAP/TSG101 interaction to inhibit HIV-1 budding; Q99816; Fluorescence polarization, FITC-PTAP peptide / Tsg101 binding; Potency, µM (doses to about 115 µM), inactives show at the highest dose activity change, negative = inhibition, most hits filed as inhibitors; 340,000 tested, under 10 active; active means well fitted inhibition curve with a large enough effect in the main read-out, with a control signal flat, not every such curve was filed as active; inconclusive means small, poorly fitted or top-dose-only effect, or effect the other way, or a change in a side signal; inactive means no such curve, though single readings can be large or run the other way; further: potency means the concentration at half of the fitted maximal effect; % of control where 0% means no effect
# Target sequence (Q99816 whole entry, looked up): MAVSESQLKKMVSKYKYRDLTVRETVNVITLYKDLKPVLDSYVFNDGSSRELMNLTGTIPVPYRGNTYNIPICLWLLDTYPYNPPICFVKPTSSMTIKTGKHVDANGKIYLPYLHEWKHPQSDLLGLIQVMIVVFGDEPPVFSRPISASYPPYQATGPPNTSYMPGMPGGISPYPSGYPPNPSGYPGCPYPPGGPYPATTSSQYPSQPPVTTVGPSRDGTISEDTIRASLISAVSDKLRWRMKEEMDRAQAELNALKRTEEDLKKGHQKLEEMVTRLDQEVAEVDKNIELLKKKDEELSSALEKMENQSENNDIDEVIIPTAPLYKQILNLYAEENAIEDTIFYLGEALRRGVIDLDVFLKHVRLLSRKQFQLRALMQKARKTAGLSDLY
#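 Fluorescence anisotropy tracks displacement of a FITC-tagged PTAP peptide (50 nM) from the Tsg101 binding domain (10 uM), following a 20 min room-temperature incubation at pH 7.5.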
# uPA surface inh: inhibitors of cell surface uPA generation | cell surface uPA generation assay, qHTS | Potency, µM (titrated, usually from 38.3 µM), without a hit: top-dose activity change, negative = inhibition, actives largely listed as inhibitors | hit rate 0.31% among 330,000 | AID 540303; active means well fitted inhibition curve with a large enough effect; inconclusive means small, poorly fitted or top-dose-only effect; inactive means no such curve, though single readings can be large or run the other way; tested in mouse RAW 264.7 cells; further: potency means the concentration at half of the fitted maximal effect; on the % scale 0 is the no-effect control and ±100 the full control effect; nearly all actives have a fitted effect of over 55% in size
# ELG1 genotoxic: inducers of genotoxicity in HEK293T ELG1-luciferase cells; HEK293T ELG1-luciferase reporter, luminescence, 16 h; Potency, µM (titrated, usually from 46 µM), inactives show top-dose activity change, positive = activation, usual class: activators; hit rate 1.3% among 330,000; AID 504466; further: potency means the concentration at half of the fitted maximal effect; % of control where 0% means no effect; nearly all actives have a fitted effect of over 60% in size
#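 Quantitative HTS format in 1536-well plates. HEK293T ELG1-luciferase reporter cells receive test compound and are incubated 16 hr at 37 °C, 5% CO2; ONE-Glo added, 30 min room temperature, then luminescence read.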
# Numbers without * were called inactive; ? = inconclusive; / = no result given; [ ] = remark or other dose. Unless noted, the call rests on the fitted dose curve; in most records, active means well fitted curve in the direction sought with a large enough effect; inconclusive means small, poorly fitted or top-dose-only effect, or another doubt; inactive means no such curve, though single readings can be large; an effect the other way counts as inactive or inconclusive.
structure | p53 reactivator | ASM inhibitor | Eya2 inh | TRPV1 agonist | Integrin act MD | B2AR arrestin | BRCA1 expr act | USP2a block | TSG101-PTAP inh | uPA surface inh | ELG1 genotoxic
CCCCN(C(=S)Nc1cccc(SC)c1)C1CCN(C(C)=O)CC1 | 8.9% | 1.4% | 2.3% | 12.4 | -6.1% | 0.0% | -18.0% | -0.8% | -0.5% | -6.1% | ?
CC[C@]12c3[nH]c4ccc(Cl)cc4c3CCN1C(=O)[C@@H](CC(=O)NCc1ccc(OC)c(OC)c1)C[C@@H]2C(=O)N1CCN(C(=O)c2ccco2)CC1 | -5.1% | -1.9% | 8.1% | / | 1.4% | -1.5% | 15.5% | -0.3% | -3.4% | 13.7% | -2.5%
CC(NC(=O)CSc1ccc(S(=O)(=O)N2CCOCC2)cn1)c1ccc(Cl)cc1Cl (centres undefined) | / | -0.4% | / | / | -23.1% | / | -17.9% | / | -0.6% | 2.9% | /
CC(C)(C)NC(=O)CN(C(=O)Cn1nnc(-c2ccc(Cl)cc2)n1)C1CCN(Cc2ccccc2)CC1 | 1.4% | -0.9% | -29.9% | 0.1 | -26.8% | 0.0% | -76.6% | 1.8% | -6.9% | -4.4% | -1.5%
O=c1cc(-c2ccc(O)cc2)oc2c(O)c(O)c(O)c(O)c12 | -1.5% | -19.2% | 10.7% | 0.2 | -10.6% | -1.1% | -1.7% | -0.8% | -1.1% | 4.2% | -0.8%
CCN1CCN(c2ncnc3c2cnn3-c2ccc(C)cc2C)CC1 | -0.8% | 1.5% | 1.5% | -1.5 | -19.7% | -0.2% | 21.9% | 2.4% | -4.0% | -29.9% | -2.3%
CN(C(=O)c1ccc2c(=O)n3c(nc2c1)CCCCC3)c1cccc(Cl)c1 | 4.8% | -2.2% | 1.0% | -0.8 | 19.3% | -0.9% | 1.0% | -2.2% | -4.1% | 2.0% | -2.2%
CCOc1cc(/C=C2/SC(=S)NC2=O)ccc1OC(=O)c1ccco1 | -3.7% | -7.2% | 0.0% | 0.5 | 24.9% | -0.3% | 30.3% | 0.6% | -2.8% | -4.0% | 0.1%
O=C(O)/C=C/C(=O)NCCC(c1ccccc1)c1ccccc1 | -4.1% | -3.4% | 0.0% | 2.4 | 2.4% | -0.9% | -16.9% | 1.0% | -5.6% | -0.6% | -3.1%
COc1ccc(OC)c(S(=O)(=O)N/N=C(/C)c2ccc3c(c2)OCO3)c1 | 23.1% | -4.2% | -11.2% | 2.0 | -30.5% | -0.3% | 13.7% | 1.0% | 1.5% | 3.0% | 4.9%
Cc1cccc(C(=O)Nc2ccc(S(=O)(=O)N3CCOCC3)cc2C)c1 | -0.4% | 1.0% | 11.2% | 10.9 | -1.1% | 0.2% | -7.6% | -1.4% | -2.1% | 3.8% | 0.6%
CCN(CC)c1ccc(/C=C2\SC(N)=NC2=O)cc1 | -15.5% | 10.9% | 22.9% | 11.5 | -6.8% | -0.2% | 64.5% | 7.9% | ? | 0.8% | ?
CC(=O)N1CCC(N(CCCOC(C)C)S(=O)(=O)c2ccc([N+](=O)[O-])cc2)CC1 | -2.3% | -2.4% | -9.2% | -1.5 | 10.3% | -0.4% | 9.0% | 0.4% | -4.0% | -3.1% | 2.2%
COc1cc(C2C(C#N)=C(N)Oc3cc(C)n(CCN4CCOCC4)c(=O)c32)cc(OC)c1OC (centres undefined) | ? | 2.5% | 6.5% | -6.2 | -13.1% | 0.2% | -4.9% | 0.5% | 0.0% | -0.1% | 1.8%
COc1ccc(N2CCN(C(CNC(=O)C(=O)NCCC3=CCCCC3)c3ccco3)CC2)cc1 (centres undefined) | -2.5% | -3.0% | -4.9% | -5.1 | -24.3% | -1.3% | -19.4% | 5.6% | -1.2% | 5.6% | 10.7%
N#CCCn1cc(/C=N/NC(N)=S)c(-c2ccc(-c3ccccc3)cc2)n1 | -4.1% | ? | 9.6% | -1.7 | -32.4% | -1.0% | -48.0% | -9.7% | -4.8% | -13.4% | -3.3%
O=C(c1ccc2c(c1)OCO2)N1CCc2ccccc21 | 7.3% | -2.2% | -2.5% | 0.8 | 4.3% | 0.0% | 68.2% | 3.7% | -3.3% | -3.8% | ?
O=C(CSc1nnnn1C1CCCC1)NCc1ccc2c(c1)OCO2 | 4.0% | -1.9% | 2.4% | -0.6 | -15.9% | -0.1% | 5.6% | 0.7% | 0.0% | -0.9% | -7.3%
Oc1ccc[n+](/C=C\c2ccccc2)c1 | 23.9% | 10.0% | 17.9% | -3.8 | 27.7% | 0.0% | 28.3% | -0.2% | 0.8% | -0.5% | -1.6%
COc1ccc(N2C(=O)c3ccc(C(=O)Nc4cc(OC)ccc4OC)cc3C2=O)cc1 | 3.5% | 4.0% | -3.2% | -1.5 | -0.8% | -0.5% | 5.1% | 2.4% | -3.0% | 1.8% | -0.6%
CC1=NNC(=O)C1CCC(=O)N/N=C/c1ccc(Cl)cc1Cl (centres undefined) | -4.4% | 1.0% | -17.0% | -1.6 | -16.2% | -0.3% | -13.9% | 3.3% | -0.6% | -6.5% | 1.5%
Cn1ncc(Cl)c1C(=O)N1CCN(c2ccc(F)cc2)CC1 | / | -0.6% | 7.8% | -1.0 | 14.8% | 2.5% | -20.6% | -1.9% | / | 16.0% | -5.2%
Cc1cc(NC(=O)CCC(=O)N(C(C(=O)NC(C)(C)C)c2ccccc2Cl)C(C)(C)C)no1 (centres undefined) | -3.1% | -9.3% | -19.2% | 13.7 | ? | -0.7% | -19.1% | 2.4% | -1.6% | -3.6% | -3.3%
COCC(=O)Nc1ccc([N+](=O)[O-])cc1OC | -9.9% | -0.1% | -0.2% | -3.6 | -11.5% | -0.6% | -0.3% | 3.0% | -2.5% | -1.5% | -2.4%
C/C(=N\N=C(N)N)c1cc(Cl)ccc1Cl | -6.2% | 3.3% | -6.6% | -0.2 | 0.0% | 0.0% | -21.6% | 0.1% | -1.2% | ? | -16.3%
NS(=O)(=O)c1ccc(NC(=S)NC2CC2)cc1 | -1.1% | 2.8% | 1.1% | -0.8 | -20.6% | 0.4% | -2.6% | 7.5% | -1.6% | -4.8% | -2.0%
O=C(Nc1ccc2c(c1)OCO2)c1cc(-c2ccncc2)nc2ccccc12 | 0.3% | -1.8% | 5.6% | 7.6 | -9.3% | -0.2% | -18.5% | 4.5% | -0.9% | -8.0% | -2.1%
CCOC(=O)c1cnn2c(C)cc(-c3ccc(F)cc3)nc12 | ? | 227.3%[activator] | 9.0% | -2.3 | 20.3% | -0.1% | 2.82µM* | -1.1% | -0.1% | -8.4% | ?
CCOC(=O)c1cncc(O)c1 | 7.2% | -2.2% | -1.1% | -2.1 | 20.2% | -0.7% | 1.3% | 0.5% | -3.8% | 5.0% | 0.8%
O=C(CSCCc1ccccn1)Nc1cccnc1 | -7.9% | 4.4% | -13.4% | 3.2 | -6.6% | -0.2% | -5.8% | 0.2% | -1.0% | 0.9% | -0.1%

# An excerpt of these results, with values under each structure.
# Below each compound – p53 reactivator | ASM inhibitor | Eya2 inh | TRPV1 agonist | Integrin act MD | B2AR arrestin | BRCA1 expr act | USP2a block | TSG101-PTAP inh | uPA surface inh | ELG1 genotoxic
CCCCN(C(=S)Nc1cccc(SC)c1)C1CCN(C(C)=O)CC1
  8.9% | 1.4% | 2.3% | 12.4 | -6.1% | 0.0% | -18.0% | -0.8% | -0.5% | -6.1% | ?
NS(=O)(=O)c1ccc(NC(=S)NC2CC2)cc1
  -1.1% | 2.8% | 1.1% | -0.8 | -20.6% | 0.4% | -2.6% | 7.5% | -1.6% | -4.8% | -2.0%

# Additional compounds
structure | p53 reactivator | ASM inhibitor | Eya2 inh | TRPV1 agonist | Integrin act MD | B2AR arrestin | BRCA1 expr act | USP2a block | TSG101-PTAP inh | uPA surface inh | ELG1 genotoxic
CCOc1ccccc1OCCCOc1ccc(C)cc1Br | 23.7% | -1.3% | -17.4% | -6.6 | 19.1% | 6.7% | ? | 5.6% | -0.4% | 11.0% | 10.8%
O=C(NCc1ccncc1)C(=O)Nc1ccc2c(c1)OCO2 | -0.7% | 2.7% | 11.7% | 8.1 | 0.0% | -0.1% | -1.8% | 6.5% | -1.1% | 3.2% | 0.0%
Cn1c(NC(=O)c2cc(Br)ccc2Cl)cc(=O)n(C)c1=O | -6.2% | -0.2% | -0.9% | -0.5 | -7.0% | -0.4% | 0.0% | -3.2% | -0.2% | 8.4% | 4.5%
CCc1ccc(Nc2cc(C(=O)NCCCN3CCOCC3)c3ccccc3n2)cc1 | -0.8% | 5.0% | 5.2% | -1.5 | -2.1% | -1.7% | -4.2% | -9.5% | -6.4% | -2.4% | -11.8%

# Screening data deposited in PubChem BioAssay by National Center for Advancing Translational Sciences (NCATS).
